RECQ1 inh = qHTS Assay for Inhibitors of RecQ-Like Dna Helicase 1 (RECQ1); 240,000 compounds, 0.54% hits; ATP-dependent DNA helicase Q1 (Homo sapiens), P46063; Potency, µM (doses to about 57.3 µM), for inactives: top-dose activity, negative = inhibition, usual class: inhibitors; RECQ1 DNA unwinding, red fluorescence kinetic read;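 also: plate controls were vehicle for no effect and no enzyme for full effect; nearly all actives have a fitted effect of over 30% in size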
Target sequence (P46063 whole entry, looked up): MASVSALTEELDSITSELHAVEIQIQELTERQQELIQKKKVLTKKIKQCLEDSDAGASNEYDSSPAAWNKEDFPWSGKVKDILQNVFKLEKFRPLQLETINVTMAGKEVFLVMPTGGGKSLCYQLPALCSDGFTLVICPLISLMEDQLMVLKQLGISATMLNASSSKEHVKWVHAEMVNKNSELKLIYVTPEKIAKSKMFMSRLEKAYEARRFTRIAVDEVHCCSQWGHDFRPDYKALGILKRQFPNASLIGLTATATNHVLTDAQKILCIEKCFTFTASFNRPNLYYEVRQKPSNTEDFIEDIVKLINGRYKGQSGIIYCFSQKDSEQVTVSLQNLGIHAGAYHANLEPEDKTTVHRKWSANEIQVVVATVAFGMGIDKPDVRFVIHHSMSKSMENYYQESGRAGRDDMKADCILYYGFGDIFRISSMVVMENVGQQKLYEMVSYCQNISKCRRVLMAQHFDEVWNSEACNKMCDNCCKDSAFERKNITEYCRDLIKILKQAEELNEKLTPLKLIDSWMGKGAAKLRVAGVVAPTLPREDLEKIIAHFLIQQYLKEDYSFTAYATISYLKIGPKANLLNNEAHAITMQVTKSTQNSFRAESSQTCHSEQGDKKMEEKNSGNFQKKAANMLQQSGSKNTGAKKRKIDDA
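RECQ1T1 50 nM; forked duplex (20 bp + 30-nt ss tails) 200 nM, ATP 2 mM final; pH 8.0, 2 mM MgCl2, 2.5 ug/ml poly(dI-dC); 15 min compound preincubation; discontinuous kinetic read over 2 h at RT.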
Tau fibril ThT = qHTS for Inhibitors of Tau Fibril Formation, Thioflavin T Binding | Microtubule-associated protein tau (Homo sapiens), P10636 | recombinant tau K18 P301L (four-repeat tau fragment), heparin-induced fibrillization, ThT fluorescence | Potency, µM (top dose mostly 57.4 µM), for the others: top-dose activity, negative = inhibition, usual class: inhibitors | 270,000 compounds, 2.1% hits; also: nearly all actives have a fitted effect of over 55% in size
Target sequence (P10636 561-689 P618L limits assumed): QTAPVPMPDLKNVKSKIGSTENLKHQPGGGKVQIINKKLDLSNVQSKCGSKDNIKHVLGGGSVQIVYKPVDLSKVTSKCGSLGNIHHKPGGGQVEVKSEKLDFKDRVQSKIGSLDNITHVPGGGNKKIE
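Heparin-induced fibrillization of the P301L-mutant K18 repeat-domain fragment of human tau was followed by ThT binding in quantitative high-throughput format.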
L3MBTL1 block = qHTS Assay for the Inhibitors of L3MBTL1; AlphaScreen L3MBTL1–H3K9me1 peptide binding; Potency, µM (series often up to 57.1 µM), inactives show at the highest dose activity, negative = inhibition, usual class: inhibitors; 230,000 compounds, 0.66% hits; also: nearly all actives have a fitted effect of over 60% in size
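AlphaScreen assay: L3MBTL1 (50 nM final) was preincubated 30 min at room temperature with biotinylated H3(1-15)K9me1 peptide (75 nM final), then 30 min with library compounds; streptavidin donor and nickel chelate acceptor beads (10 ug/mL final) added, 30 min dark.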
KDM4E inh = qHTS Assay for Inhibitors of Human Jumonji Domain Containing 2E (JMJD2E); 230,000 compounds, 1.6% hits; Lysine-specific demethylase 4E (Homo sapiens), B2RXH2; Potency, µM (highest dose often 57.1 µM), inactives show at the highest dose activity change, negative = inhibition, actives largely listed as inhibitors; JMJD2E catalytic domain, FDH-coupled NADH fluorescence (FDH is formaldehyde dehydrogenase); active = well fitted inhibition curve with a large enough effect, not every such curve was filed as active; inconclusive = small, poorly fitted or top-dose-only effect, or another doubt; inactive = no such curve, though single readings can be large or run the other way;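 also: 0% = wells with enzyme and -100% = buffer wells without enzyme; nearly all actives have a fitted effect of over 50% in size; many of its hits are not listed in these tables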
RGS12 GoLoco inh = qHTS Assay for Inhibitors of RGS12 GoLoco Motif Activity (Red Fluorophore); Guanine nucleotide-binding protein G(i) subunit alpha-1 (Homo sapiens), P63096; Gai1:RGS12 GoLoco peptide FP, rhodamine, 10 min; Potency, µM (titrated, usually from 61.6 µM), for inactives: top-dose activity, negative = inhibition, most hits filed as inhibitors; 230,000 compounds, 0.44% hits; AID 880, 2007; active = well fitted inhibition curve with a large enough effect, not every such curve was filed as active; inactive = no such curve, though single readings can be large or run the other way; also: nearly all actives have a fitted effect of over 30% in size; many of its hits are not listed in these tables
Tau fibril FP = qHTS for Inhibitors of Tau Fibril Formation, Fluorescence Polarization; Microtubule-associated protein tau (Homo sapiens), P10636; K18 P301L tau heparin fibrillization, Alexa594 FP, 6 h; Potency, µM (top dose mostly 57.7 µM), inactives show top-dose activity, negative = inhibition, most hits filed as inhibitors; 280,000 compounds, 0.39% hits; AID 1468, 2008; also: nearly all actives have a fitted effect of over 55% in size
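Recombinant K18 P301L […], labeled with Alexa 594 at 0.24 uM over 15 uM unlabeled; heparin inducer 20 uM final; 37 C, 6 hr; FP endpoint.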
TRb-SRC2 inh = qHTS for Inhibitors of the Interaction of Thyroid Hormone Receptor and Steroid Receptor Coregulator 2 | AID 1469, 2008 | Thyroid hormone receptor beta (Homo sapiens), P10828 | TRbeta-SRC2 peptide binding, fluorescence polarization; receptor liganded with 1 µM T3 | Potency, µM (doses to about 106 µM), without a hit: at the highest dose activity change, negative = inhibition, hits mostly inhibitors | 280,000 compounds, 0.065% hits;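 also: plate controls were bound peptide for no effect and peptide without receptor for full effect; nearly all actives have a fitted effect of over 50% in size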
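Fluorescence polarization of 20 nM Texas Red SRC2 peptide with 0.6 uM human TRb ligand-binding domain, in Tris buffer with 1uM T3 and 5% DMSO. Incubated 5 hr ambient; normalized to unbound and bound controls.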
TexasRed fluor = Total Fluorescence Counterscreen for Inhibitors of the Interaction of Thyroid Hormone Receptor and Steroid Receptor Coregulator 2 | TRb/SRC2 Texas Red total fluorescence interference | Potency, µM (titrated, usually from 106 µM), without a hit: top-dose fluorescence change, negative = quenching | 280,000 compounds, 0.29% hits; active = well fitted curve in either direction with a large enough effect; inconclusive = small, poorly fitted or top-dose-only effect
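Flags fluorescent or light-absorbing compounds by total fluorescence, S + 2P, at 555 nm excitation and 632 nm emission. Mixture: 20 nM Texas Red SRC2 peptide, 0.6 uM human TRb LBD, 1 uM T3, 5% DMSO; compound exposure 5 h at ambient temperature.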
Active calls of the source: *; i = inactive; ? = inconclusive; / = no result given; & = joins results of further samples; [ ] = dose if it differs, or a comment. Unless noted, calls follow the shape of the dose curve; as a rule, active = well fitted curve in the direction sought with a large enough effect; inconclusive = small, poorly fitted or top-dose-only effect, or another doubt; inactive = no such curve, though single readings can be large; an effect the other way counts as inactive or inconclusive. Unless noted, % is scaled to controls: 0 for no effect and ±100 for the full control effect; potency is read from the fitted curve at half-maximal effect. Some of the compounds tested. The share of hits here may be higher or lower than overall.

SMILES | RECQ1 inh | Tau fibril ThT | L3MBTL1 block | KDM4E inh | RGS12 GoLoco inh | Tau fibril FP | TRb-SRC2 inh | TexasRed fluor
COC(=O)CN(Cc1ccccc1)S(=O)(=O)c1ccc(OC)c(OC)c1 | -1% | 16µM* | 2% | -13% | / | ? | 7% | -1%
CN1CC(c2ccc(Cl)c(Cl)c2)[C@@]2(COc3ccccc3C2=O)[C@@]12C(=O)Nc1ccccc12 (stereo not given in full) | -4% | -11% | -9% | -3% | -1% | 0% | -6% | -1%
NC(=NC(=O)c1ccc(Cl)cc1)N1N=CCC1c1ccccc1 (stereo not given) | i | -1% | -3%[2.29 µM] | 0% | 0% | 0% | 3% | -1%
O=C(CN1CCN(Cc2ccccc2)CC1)N/N=C/c1cccnc1 | 15% | -16% | 6% | 8% | -2% | -5% | 2% | 1%
CCN(c1ccc(NS(=O)(=O)c2cc(Cl)ccc2Cl)cc1)C(C)C | i | -17% | ? | -12% | 1% | 20% | -1% | 3%
S=c1[nH]nc(-c2ccc(Br)cc2)n1Cc1ccco1 | 4% | -19% | -7% | -13% | 2% | -2% | -5% | -6%
COc1cccc(CNC(=O)CC(NC(C)=O)c2ccccc2)c1 (stereo not given) | -5% | -2% | / | 4% | -1% | 7% | 0% | 1%
O=C(CSc1nnnn1-c1ccc(F)cc1)NNC(=O)c1ccco1 | -16% | / | / | -2% | 6% | -5% | 3% | -2%
COc1ccc(OC)c(NC(=O)c2cc(S(=O)(=O)NCc3ccco3)ccc2F)c1 | -7% | ? | -9% | 8% | -4% | -4% | 5% | 1%
CC1CCC(NC(=O)Cn2ncc3c4ccccc4n(Cc4ccc(F)cc4)c3c2=O)CC1 (stereo not given) | / | 8% | / | / | / | -2% | 3% | -1%
COCCNC(=O)CN(c1ccc(OC)c(OC)c1)S(=O)(=O)c1ccc(C)cc1 | i | -5% | 2% | ? | 0% | -2% | -1% | 0%
CCOc1ccccc1Oc1ccc(C(F)(F)F)cn1 | 2% | 14% | -3%[11.4 µM] | 7% | 5% | 0% | 2% | 0%
O=C(O)c1cccc2c1C(=O)c1ccccc1C2=O | -3% | -6% | 41%[activator] | -11% | 2% | -3% | -8% | -11%
CC1CCCC(C)N1/N=C/c1ccc(Cl)cc1 (stereo not given) | i | -1% | / | 3% | 9% | -7% | 2% | 0%
Brc1ccc(Nc2ncnc3[nH]ncc23)cc1 | -2% | / | / | 7% | 3% | 8% | 0% | -2%
O=C(O)CCc1n[nH]c(=S)[nH]c1=O | 1% | -4% | 21% | 8% | 11% | -1% | -3% | -1%
CC(C)c1ccc(NC(=O)C2CC(=O)Nc3nc4ccccc4n32)cc1 (stereo not given) | -4% | -3% | / | 1% | 2% | 0% | 2% | -2%
CCOC(=O)c1c(N)nn(C(=O)C(C)(C)C)c1-c1ccccc1 | 1% | -6% | 9% | 0% | -8% | -4% | -4% | -2%
COc1ccc(OC)c(NC(=O)CN2C(=O)c3ccccc3Sc3ccc(C(=O)N4CCCC4)cc32)c1 | / | -17% | / | / | / | 0% | -20% | 794µM*[quencher]
Cc1c(C(=O)N/N=C/c2ccc(O)cc2)sc(=S)n1C | -3% | -3% | 6% | ? | 7% | 12% | -1% | -3%
O=C(CSCc1ccccc1Cl)NN1C(=O)c2ccccc2C1=O | -3% | -9% | 4% | 4% | 6% | ? | 3% | -2%
CCOc1ccc(NC(=O)CSc2nnc(-c3ccoc3C)n2CC2CCCO2)cc1 (stereo not given) | -6% | -7% | -9% | 2% | -2% | 0% | -12% | -1%
COc1ccc2c(=O)c(-c3ccc(OC)c(OC)c3)coc2c1 | i | ? | 23% | -3% | -9% | -4% | -4% | -1%
Fc1ccc(-c2n[nH]c(=S)n2/N=C/c2c[nH]c3ccccc23)cc1 | -13% | 2% | 8% | 0% | 7% | -2% | -2% | ?
COc1ccc([N+](=O)[O-])cc1NS(=O)(=O)c1ccc(C)cc1 | -4% | -1% | / | 2% | -7% | 6% | 1% | -2%
CCc1ccc(-c2cc(C)no2)cc1S(=O)(=O)Nc1cc(OC)c(OC)c(OC)c1 | / | -14% | / | / | / | 8% | -1% | -1%
COc1ccc(/C=N/Nc2cc(C)nc(-n3nc(C)cc3C)n2)c(OC)c1 | -3% | ? | -5% | ? | 6% | ? | 3% | -1%
O=C(Nc1nnc(SCc2ccccc2Cl)s1)c1cccc([N+](=O)[O-])c1 | -15% | ? | -5% | 3% | 15% | ? | -16% | -3%
CCOc1ccc(CNC(=O)c2ccc3c(c2)N(Cc2ccccc2)CCS3)cc1 | / | -5% | / | / | / | 5% | -6% | ?
O=C(CCNC(=O)c1ccc([N+](=O)[O-])cc1)Nc1ccc(N2CCOCC2)cc1N1CCOCC1 | -8% | -6% | / | -3% | 3% | 5% | -5% | 0%
COc1ccc(C(CCNC(C)c2ccccc2)C(C)C)cc1 (stereo not given) | -6% | 2% | 8% | 3% | -6% | 2% | 1% | -1%
Cn1ccnc1Sc1ccc(C=O)cc1[N+](=O)[O-] | 9% | -8% | / | 8% | -8% | 3% | 1% | 1%
Cc1ccc(CNC(=O)c2nnn(-c3cccc(C)c3)c2N)cc1 | 19% | 0% | 2% | ? | -16% | 1% | -2% | 4%
COC(=O)NNC(=O)COc1ccc(Br)c(C)c1 | i | -11% | / | 7% | 4% | -2% | -11% | -7%
COc1ccccc1C(=O)c1cn(CC(=O)Nc2ccccc2F)c2nc(C)ccc2c1=O | / | ? | / | / | / | 6% | 1% | -1%
CN(C)S(=O)(=O)c1ccc(C(=O)OCC(=O)NC(=O)NCc2ccccc2)cc1 | -11% | -4% | -6% | 7% | -7% | -8% | -15% | 2%
O=C(CSc1c(Cl)cccc1Cl)N1CCC(c2nc3ccccc3s2)CC1 | -3% | ? | -2% | -3% | 4% | 9% | 4% | -1%
COc1ccc(-n2c(C)c(C(C)=O)c3cc(OC(=O)c4ccc(C)cc4)ccc32)cc1 | / | -5% | / | / | / | -6% | -3% | 1%
COc1ccc(CNC(=O)C2CCN(S(C)(=O)=O)CC2)cc1 | -6% | -6% | / | 13% | -7% | 1% | 2% | -2%
Cc1csc(SCC(=O)NCCc2ccc(Cl)cc2Cl)n1 | -1% | -2% | 16% | 2% | -1% | 5% | 7% | 7%
Cc1ccc(Cc2nc3ccccc3nc2SCC(=O)N2CCCCC2C)cc1 (stereo not given) | / | -9% | / | / | / | 3% | 0% | -2%
CCOC(=O)c1c(C)n(-c2ccccc2)c2ccc(OC(=O)c3cccc(C)c3)cc12 | / | -8% | / | / | / | -5% | -2% | -25%
CC(=O)NCCC(=O)Nc1ccc(F)cc1C | -1% | -6% | -3% | 0% | -2% | -2% | 4% | 2%
O=C(Nc1c2c(nn1-c1ccc(Cl)cc1)CS(=O)(=O)C2)c1ccc2c(c1)OCO2 | -2% | 10% | 3% | 2% | 5% | 1% | 0% | 2%
CCc1ccccc1NC(=O)Cc1cn(C)c2ccccc12 | -6% | -7%&-2% | / | -4% | 8% | 0%&-6% | -5%&-1% | -1%&0%

Whole records, looked up by structure. Order of screens: RECQ1 inh | Tau fibril ThT | L3MBTL1 block | KDM4E inh | RGS12 GoLoco inh | Tau fibril FP | TRb-SRC2 inh | TexasRed fluor
COc1ccc([N+](=O)[O-])cc1NS(=O)(=O)c1ccc(C)cc1 across the screens: -4% | -1% | / | 2% | -7% | 6% | 1% | -2%
Cc1csc(SCC(=O)NCCc2ccc(Cl)cc2Cl)n1 across the screens: -1% | -2% | 16% | 2% | -1% | 5% | 7% | 7%

More results follow:
SMILES | RECQ1 inh | Tau fibril ThT | L3MBTL1 block | KDM4E inh | RGS12 GoLoco inh | Tau fibril FP | TRb-SRC2 inh | TexasRed fluor
N#Cc1ccc(Cl)cc1NC(=O)COC(=O)c1ccc(S(=O)(=O)N2CCCC2)cc1 | -8% | 12% | / | 5% | 4% | -6% | -4% | -3%
O=C(Nc1ccccn1)NC1CCS(=O)(=O)C1 (stereo not given) | -4% | -3% | 4% | -4% | 2% | -2% | -1% | -1%
CCOc1ncccc1C(=O)N1CCCSC1=Nc1ccc(C(C)=O)cc1 | 22% | -2% | ? | -4% | 1% | -6% | 3% | 1%
CCOC(=O)Cn1c(=O)oc2cc(S(=O)(=O)N3CCN(c4ccc(F)cc4)CC3)ccc21 | / | 2% | / | / | / | -5% | 1% | 5%
Brc1ccc(-n2nc(-c3ccccc3)c3cnc4cc5c(cc4c32)OCO5)cc1 | / | -7% | / | / | / | -9% | -3% | 0%
Fc1cccc(NC(=S)N2CCn3cccc3C2c2cccnc2)c1 (stereo not given) | -1% | -6% | / | -24% | 3% | 2% | -4% | -1%
CC1=CC(C)(C)NC(=S)N1c1ccccc1 | -5% | -10% | / | 9% | 4% | 2% | -4% | -1%
CN1N=C2c3ccccc3CCC2C1c1ccc(F)cc1 (stereo not given) | -7% | / | / | ? | -5% | 8% | -5% | 0%
Cc1ccc(C)c(N2CCN(S(=O)(=O)c3ccc4[nH]c5c(c4c3)CCCCC5)CC2)c1 | / | -1% | / | / | / | 1% | 5% | -12%
C/C(=N/OCO/N=C(\C)c1ccc(F)cc1F)c1ccc(F)cc1F | -10% | 4% | -3% | 4% | -4% | -9% | -12% | 3%
COc1ccc(OC)c(S(=O)(=O)N(C)CC(=O)Nc2ccccc2OC)c1 | 14% | 2% | / | -1% | -1% | 2% | 4% | 2%
CC[C@H](C)[C@@H](NC(=O)O[C@H]1C(=O)c2cc(OC)ccc2O[C@@H]1c1ccc(OC)c(Br)c1)C(=O)OC | i | ? | / | ? | 0% | -6% | -11% | -2%

From PubChem
